Rin1-Abl PPI inh – blocks binding of human Rin1 to Abl. P00519+Q13671. TR-FRET Rin1/Abl binding, biochemical. inhibition, % at 7.35 µM. 360,000 tested, 0.4% active; in the data active = inhibition above about 5%, passing the limit was not always enough
bovine MsrA act – activators of bovine methionine sulfoxide reductase A. purified bovine MsrA, absorbance read-out. activation, % at 10.6 µM. 360,000 tested, 0.3% active. AID 602163; in the data active = activation above about 7.5%;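 also: 0% = vehicle and 100% = reference activator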
eLon inh – inhibits E. coli Lon protease; purified E. coli Lon protease, fluorescence polarization; inhibition, % at 7.94 µM; 360,000 tested, 0.42% active; AID 602123; in the data active = inhibition above about 13%, passing the limit was not always enough;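 also: 0% = enzyme with probe and DMSO and 100% = no enzyme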
SKN-1 inh – inhibitors of C. elegans SKN-1 | 360,000 tested, 0.49% active | C. elegans VP596 Pgst-4::GFP/RFP ratio, acrylamide-induced, 24 h | AID 624304 | inhibition, % at 21.8 µM;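 active = interference check ratio from 0.5 to 1.5 plus GFP to RFP signal ratio inhibition reaching or exceeding a fixed threshold, cut at about 30% in these data, passing the limit was not always enough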; also: some compounds called inactive have numbers as strong as hits
MT1-MMP act inh – MT1-MMP (human) activation inhibition; P50281; HT1080 RFP-PRO-GFP cells, GFP/RFP ratio fluorescence, overnight; percent of plate control window, DMSO zero; GFP/RFP ratio change, % at 20 µM; 360,000 tested, 0.061% active; AID 651647;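 active = GFP/RFP ratio change of at least 30% with cell ATP level not reduced by more than half and red fluorescence within 50% of control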; also: strong numbers were not always called active
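Compound: 20 µM single dose, 1% DMSO / System: HT1080 RFP-PRO-GFP cells / Controls: DMSO and RFP-L50D-GFP cell wells / Read-out basis: GFP/RFP fluorescence ratio / Schedule: overnight compound exposure at 37 °C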
MsrA inh – inhibits bovine methionine sulfoxide reductase A | purified bovine MsrA, absorbance read-out | inhibition, % at 15.5 µM | 360,000 tested, 0.75% active; in the data active = inhibition above about 4.5%;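 also: 0% = vehicle wells with enzyme and 100% = reference inhibitor wells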
NRP1-CendR mod – NRP-1/CendR interaction modulation; 360,000 tested, 0.85% active; inhibition, % at 25 µM; FAM-RPARPAR peptide binding to NRP-1, fluorescence polarization; O14786;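 active = inhibition or corrected inhibition above about 18%, plus a signal ratio from 0.5 to 1.5, limit read from the data, passing the limit was not always enough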; also: strong numbers were not always called active
Neddylation inh – blocks human cullin neddylation; calls only at 25 µM; TR-FRET cullin neddylation, biochemical; P61081+Q13564; AID 651699; 360,000 tested, 0.58% active; in the data active = inhibition above about 36%
FAS TE block – FAS thioesterase (human) inhibition; AID 602261; 360,000 tested, 0.67% active; recombinant FAS-TE, OMFH fluorogenic substrate, fluorescence endpoint; inhibition, % at 15 µM;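 active = compounds whose normalised, plate-corrected inhibition of enzyme fluorescence in the single-dose primary screen is 50% or more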;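 also: 0% = DMSO with enzyme and 100% = substrate without enzyme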
Target sequence (P49327 whole entry, looked up): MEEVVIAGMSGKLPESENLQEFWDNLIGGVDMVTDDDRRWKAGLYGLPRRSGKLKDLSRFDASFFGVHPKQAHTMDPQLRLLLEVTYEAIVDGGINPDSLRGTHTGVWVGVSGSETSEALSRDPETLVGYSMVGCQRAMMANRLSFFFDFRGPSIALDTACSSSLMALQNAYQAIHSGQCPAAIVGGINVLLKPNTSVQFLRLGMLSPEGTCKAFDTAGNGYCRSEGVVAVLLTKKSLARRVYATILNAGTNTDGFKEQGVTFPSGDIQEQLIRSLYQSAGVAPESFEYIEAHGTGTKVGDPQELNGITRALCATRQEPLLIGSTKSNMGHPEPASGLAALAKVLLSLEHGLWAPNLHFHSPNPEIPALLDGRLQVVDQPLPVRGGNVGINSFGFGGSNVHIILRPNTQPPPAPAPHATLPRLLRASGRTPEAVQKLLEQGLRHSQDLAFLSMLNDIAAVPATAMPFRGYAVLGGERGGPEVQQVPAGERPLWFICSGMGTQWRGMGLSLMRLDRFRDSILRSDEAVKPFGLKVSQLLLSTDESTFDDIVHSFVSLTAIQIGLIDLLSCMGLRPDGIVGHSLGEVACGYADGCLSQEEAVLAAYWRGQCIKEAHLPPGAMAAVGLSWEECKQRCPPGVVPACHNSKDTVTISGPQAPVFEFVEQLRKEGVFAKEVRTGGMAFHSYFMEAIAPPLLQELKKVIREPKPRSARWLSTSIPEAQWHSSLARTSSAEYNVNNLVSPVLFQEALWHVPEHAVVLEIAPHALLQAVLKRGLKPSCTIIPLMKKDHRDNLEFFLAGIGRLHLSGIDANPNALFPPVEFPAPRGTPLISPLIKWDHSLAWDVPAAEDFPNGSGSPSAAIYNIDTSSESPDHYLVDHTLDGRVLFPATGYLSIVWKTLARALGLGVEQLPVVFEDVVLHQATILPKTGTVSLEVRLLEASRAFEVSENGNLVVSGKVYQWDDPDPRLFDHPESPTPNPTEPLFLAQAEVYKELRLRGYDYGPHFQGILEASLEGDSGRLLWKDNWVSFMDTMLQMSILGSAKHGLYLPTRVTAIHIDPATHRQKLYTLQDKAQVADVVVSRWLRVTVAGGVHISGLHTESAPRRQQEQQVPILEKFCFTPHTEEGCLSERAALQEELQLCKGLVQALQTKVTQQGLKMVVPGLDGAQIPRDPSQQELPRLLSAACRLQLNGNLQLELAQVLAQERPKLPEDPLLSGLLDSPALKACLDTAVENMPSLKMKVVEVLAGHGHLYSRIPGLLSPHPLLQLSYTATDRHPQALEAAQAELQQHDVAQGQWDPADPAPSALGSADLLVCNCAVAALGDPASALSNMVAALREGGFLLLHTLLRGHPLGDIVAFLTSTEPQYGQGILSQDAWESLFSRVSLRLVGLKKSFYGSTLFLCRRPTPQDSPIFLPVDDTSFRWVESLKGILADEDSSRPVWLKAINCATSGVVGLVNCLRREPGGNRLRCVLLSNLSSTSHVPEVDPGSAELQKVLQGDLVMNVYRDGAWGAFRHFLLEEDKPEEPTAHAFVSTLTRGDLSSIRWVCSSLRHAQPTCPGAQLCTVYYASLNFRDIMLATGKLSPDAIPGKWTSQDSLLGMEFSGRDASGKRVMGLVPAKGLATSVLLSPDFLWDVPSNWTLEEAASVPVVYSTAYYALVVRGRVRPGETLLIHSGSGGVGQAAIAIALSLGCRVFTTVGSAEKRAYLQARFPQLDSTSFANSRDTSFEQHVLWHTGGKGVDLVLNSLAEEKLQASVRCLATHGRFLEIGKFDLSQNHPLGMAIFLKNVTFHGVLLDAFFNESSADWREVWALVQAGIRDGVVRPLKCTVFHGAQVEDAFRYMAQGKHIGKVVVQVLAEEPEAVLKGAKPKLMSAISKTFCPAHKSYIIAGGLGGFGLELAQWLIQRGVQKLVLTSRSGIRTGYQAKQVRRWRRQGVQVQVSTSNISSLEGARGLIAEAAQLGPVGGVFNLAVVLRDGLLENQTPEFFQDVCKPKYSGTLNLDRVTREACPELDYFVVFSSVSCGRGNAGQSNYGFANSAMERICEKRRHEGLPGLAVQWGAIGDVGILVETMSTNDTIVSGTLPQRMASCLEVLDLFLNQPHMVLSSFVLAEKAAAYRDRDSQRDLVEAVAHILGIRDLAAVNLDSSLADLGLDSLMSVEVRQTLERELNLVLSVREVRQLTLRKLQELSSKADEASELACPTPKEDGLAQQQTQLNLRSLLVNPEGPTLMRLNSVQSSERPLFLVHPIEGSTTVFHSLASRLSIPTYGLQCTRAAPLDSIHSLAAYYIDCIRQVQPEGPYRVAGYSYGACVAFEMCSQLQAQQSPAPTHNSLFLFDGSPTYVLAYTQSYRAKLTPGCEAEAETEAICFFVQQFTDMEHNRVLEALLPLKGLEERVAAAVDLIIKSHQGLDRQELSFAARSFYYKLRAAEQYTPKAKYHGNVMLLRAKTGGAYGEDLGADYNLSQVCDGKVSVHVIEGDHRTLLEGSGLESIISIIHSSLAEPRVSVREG
The depositor's hits bear a star.

`Brc1ccccc1-c1nnc(-c2cccnc2)o1` gave Rin1-Abl PPI inh 2, bovine MsrA act -5, eLon inh -8, SKN-1 inh 4, MT1-MMP act inh 2, MsrA inh 0.9, NRP1-CendR mod 18, Neddylation inh inactive and FAS TE block 0.
Screening O=C(NCCc1ccc(Cl)cc1)c1cc2ccccn2n1 returned Rin1-Abl PPI inh -4, bovine MsrA act -4, eLon inh 2, SKN-1 inh 11, MT1-MMP act inh -4, MsrA inh -0.6, NRP1-CendR mod -9, Neddylation inh inactive and FAS TE block 2.
CCOC(=O)c1cnc(SCC(=O)N2CCc3ccccc32)nc1N was read as Rin1-Abl PPI inh 1, bovine MsrA act 4, eLon inh -3, SKN-1 inh 7, MT1-MMP act inh -1, MsrA inh 0.1, NRP1-CendR mod -4, Neddylation inh inactive and FAS TE block -6.
COc1cc2c(cc1OC)C(c1cc3cc4c(cc3[nH]c1=O)OCO4)N(C(=O)C1CC1)CC2 (centres undefined) was read as Rin1-Abl PPI inh -1, bovine MsrA act -5, eLon inh -6, SKN-1 inh 15, MT1-MMP act inh 3, MsrA inh 2.2, NRP1-CendR mod -8, Neddylation inh inactive and FAS TE block -3.
For COc1cc2c(cc1OC)CN(C(=O)c1ccc(OC)c(S(=O)(=O)N3CCCC3)c1)CC2 the results were Rin1-Abl PPI inh 0, bovine MsrA act -1, eLon inh 9, SKN-1 inh 11, MT1-MMP act inh -2, MsrA inh 0.4, NRP1-CendR mod 4, Neddylation inh inactive and FAS TE block -7.
`Cc1ccc(C(=O)N/C(=C/C=C/c2ccccc2)C(=O)NCc2ccco2)cc1` gave Rin1-Abl PPI inh 1, bovine MsrA act -15, eLon inh 4, SKN-1 inh 1, MT1-MMP act inh -1, MsrA inh 3.4, NRP1-CendR mod 0, Neddylation inh inactive and FAS TE block 10.
Cc1cc(Cl)ccc1Oc1nc(-c2ccccc2)ncc1S(C)(=O)=O was read as Rin1-Abl PPI inh -2, bovine MsrA act -5, eLon inh -5, SKN-1 inh 24, MT1-MMP act inh -3, MsrA inh -0.6, NRP1-CendR mod 5, Neddylation inh inactive and FAS TE block -2.
CC(C)(C)c1ccc(OCC(=O)NCc2ccco2)c(Br)c1 was read as Rin1-Abl PPI inh -1, bovine MsrA act -2, eLon inh -7, SKN-1 inh 26, MT1-MMP act inh 0, MsrA inh 1.0, NRP1-CendR mod -33, Neddylation inh inactive and FAS TE block 17.
For COc1ccc(CCNC(=O)c2cc(-c3cc(C)c(C)cc3O)n[nH]2)cc1OC the results were Rin1-Abl PPI inh -2, bovine MsrA act -2, eLon inh -8, SKN-1 inh -11, MT1-MMP act inh 4, MsrA inh -0.5, NRP1-CendR mod -2, Neddylation inh inactive and FAS TE block 7.
`CCCn1nnc(NC(=O)COc2cc(C)ccc2C(C)C)n1` gave Rin1-Abl PPI inh 0, bovine MsrA act -1, eLon inh -3, SKN-1 inh 1, MT1-MMP act inh -4, MsrA inh -0.2, NRP1-CendR mod -10, Neddylation inh inactive and FAS TE block 4.

Among those listed so far, these have a Cl atom.
Screening O=C(NCCc1ccc(Cl)cc1)c1cc2ccccn2n1 returned Rin1-Abl PPI inh -4, bovine MsrA act -4, eLon inh 2, SKN-1 inh 11, MT1-MMP act inh -4, MsrA inh -0.6, NRP1-CendR mod -9, Neddylation inh inactive and FAS TE block 2.
Cc1cc(Cl)ccc1Oc1nc(-c2ccccc2)ncc1S(C)(=O)=O was read as Rin1-Abl PPI inh -2, bovine MsrA act -5, eLon inh -5, SKN-1 inh 24, MT1-MMP act inh -3, MsrA inh -0.6, NRP1-CendR mod 5, Neddylation inh inactive and FAS TE block -2.

Back to the main list with the two entries that preceded the break.
For COc1ccc(CCNC(=O)c2cc(-c3cc(C)c(C)cc3O)n[nH]2)cc1OC the results were Rin1-Abl PPI inh -2, bovine MsrA act -2, eLon inh -8, SKN-1 inh -11, MT1-MMP act inh 4, MsrA inh -0.5, NRP1-CendR mod -2, Neddylation inh inactive and FAS TE block 7.
`CCCn1nnc(NC(=O)COc2cc(C)ccc2C(C)C)n1` gave Rin1-Abl PPI inh 0, bovine MsrA act -1, eLon inh -3, SKN-1 inh 1, MT1-MMP act inh -4, MsrA inh -0.2, NRP1-CendR mod -10, Neddylation inh inactive and FAS TE block 4.
CC(C(=O)N1CCc2ccccc21)N1CCN(S(=O)(=O)c2cccs2)CC1 (centres undefined) was read as Rin1-Abl PPI inh 5, bovine MsrA act -7, eLon inh -1, SKN-1 inh -1, MT1-MMP act inh -3, MsrA inh -0.1, NRP1-CendR mod 7, Neddylation inh inactive and FAS TE block 16.
`OC1CCN(c2c3c(nc4cc(-c5cccc(F)c5)nn24)CCCC3)CC1` gave Rin1-Abl PPI inh 1, bovine MsrA act 0, eLon inh -12, SKN-1 inh 15, MT1-MMP act inh 5, MsrA inh 1.9, NRP1-CendR mod -6 and FAS TE block 6.
CN1CCN(CC(O)COCc2ccc3c(c2)OCO3)CC1 (centres undefined) was read as Rin1-Abl PPI inh 1, bovine MsrA act -11, eLon inh -11, SKN-1 inh -8, MT1-MMP act inh -1, MsrA inh -0.8, NRP1-CendR mod -5, Neddylation inh inactive and FAS TE block -3.
`COc1ccc(S(=O)(=O)Nc2ccccc2C(=O)NCc2cccnc2)cc1OC` gave Rin1-Abl PPI inh 2, bovine MsrA act -12, eLon inh 7, SKN-1 inh -4, MT1-MMP act inh 2, MsrA inh 0.0, NRP1-CendR mod 6, Neddylation inh inactive and FAS TE block -4.
Screening CCCCCC1CCC(c2nnc(SCC(C)=O)o2)CC1 (centres undefined) returned Rin1-Abl PPI inh -3, bovine MsrA act -4, eLon inh 4, SKN-1 inh 4, MT1-MMP act inh -2, MsrA inh 1.0, NRP1-CendR mod -13, Neddylation inh inactive and FAS TE block -2.
O=C(c1ccc(F)cc1)C1CCN(C(=S)Nc2ccccc2Cl)CC1 was read as Rin1-Abl PPI inh -2, bovine MsrA act -4, eLon inh -2, SKN-1 inh -4, MT1-MMP act inh 2, MsrA inh 0.5, NRP1-CendR mod -7, Neddylation inh inactive and FAS TE block 2.
Screening NS(=O)(=O)c1ccc(CCNC(=O)COC(=O)C2CCC2)cc1 returned Rin1-Abl PPI inh 3, bovine MsrA act -2, eLon inh 0, SKN-1 inh 6, MT1-MMP act inh 4, MsrA inh -0.6, NRP1-CendR mod -7, Neddylation inh inactive and FAS TE block -5.
For COc1ccc(N2C(=O)/C(=C/N(C)C)NC2=S)cc1 the results were Rin1-Abl PPI inh 2, bovine MsrA act -4, eLon inh 1, SKN-1 inh -4, MT1-MMP act inh 4, MsrA inh 7.3*, NRP1-CendR mod 7, Neddylation inh inactive and FAS TE block -4.
Screening Cc1ccc2nc(Nc3ccc(C)c(Cl)c3)c3nncn3c2c1 returned Rin1-Abl PPI inh 1, bovine MsrA act -1, eLon inh -39, SKN-1 inh 13, MT1-MMP act inh 0, MsrA inh 0.7, NRP1-CendR mod -2 and FAS TE block 10.
`Cc1cc(NC(=O)C(C)Oc2ccc(Cl)cc2Cl)no1` (centres undefined) gave Rin1-Abl PPI inh -1, bovine MsrA act -2, eLon inh 7, SKN-1 inh 5, MT1-MMP act inh -3, MsrA inh -0.7, NRP1-CendR mod 17, Neddylation inh inactive and FAS TE block 4.
`CCN(CC(=O)Nc1ccc([N+](=O)[O-])cc1OC)c1ccccc1` gave Rin1-Abl PPI inh 1, bovine MsrA act -3, eLon inh -3, SKN-1 inh 12, MT1-MMP act inh 0, MsrA inh 4.8*, NRP1-CendR mod 3, Neddylation inh inactive and FAS TE block 25.
`CCCCNC(=O)c1nc(C2CCN(S(=O)(=O)c3c(F)cccc3F)CC2)oc1-c1ccccc1` gave Rin1-Abl PPI inh 1, bovine MsrA act -1, eLon inh -6, SKN-1 inh -3, MT1-MMP act inh -246, MsrA inh -0.6, NRP1-CendR mod 8, Neddylation inh inactive and FAS TE block 31.
COCC(=O)N1CCC(Oc2ccc(C(=O)NCc3csc(C(C)C)n3)cc2)CC1 was read as Rin1-Abl PPI inh -2, bovine MsrA act 0, eLon inh 2, SKN-1 inh 4, MT1-MMP act inh 2, MsrA inh 1.2, NRP1-CendR mod 9, Neddylation inh inactive and FAS TE block -6.
Screening Cc1ccc(Cn2c(SCc3cccnc3)nc3c2c(=O)n(C)c(=O)n3C)cc1 returned Rin1-Abl PPI inh 1, bovine MsrA act -3, eLon inh -12, SKN-1 inh 1, MT1-MMP act inh -15, MsrA inh 0.7, NRP1-CendR mod 8, Neddylation inh inactive and FAS TE block 0.
CC(Oc1ccccc1F)C(=O)NNC(=O)CCS(=O)(=O)c1ccccc1Cl (centres undefined) was read as Rin1-Abl PPI inh -2, bovine MsrA act -2, eLon inh -1, SKN-1 inh 6, MT1-MMP act inh 5, MsrA inh -1.1, NRP1-CendR mod -5, Neddylation inh inactive and FAS TE block -6.
`COc1ccc(O)c(CN2CCCC(C(=O)Nc3cccc(-n4cccn4)c3)C2)c1` (centres undefined) gave Rin1-Abl PPI inh 0, bovine MsrA act 0, eLon inh -14, SKN-1 inh 9, MT1-MMP act inh 0, MsrA inh -1.7, NRP1-CendR mod 8, Neddylation inh inactive and FAS TE block -6.
COC(=O)C1CCN(C(=O)COC(=O)[C@@H]2CC(O)CN2S(=O)(=O)c2ccc3c(c2)OCCO3)CC1 (some centres undefined) was read as Rin1-Abl PPI inh -1, bovine MsrA act -2, eLon inh -4, SKN-1 inh 8, MT1-MMP act inh 4, MsrA inh -0.6, NRP1-CendR mod -14, Neddylation inh inactive and FAS TE block -4.
Screening C/C(=C\c1ccc2c(c1)OCO2)C1Nc2cccc3cccc(c23)N1 returned Rin1-Abl PPI inh 0, bovine MsrA act -4, eLon inh 13, SKN-1 inh 6, MT1-MMP act inh 4, MsrA inh 2.3, NRP1-CendR mod 17*, Neddylation inh inactive and FAS TE block 20.
Screening CCc1nn(CC(=O)NC(C)CCc2ccccc2)c(=O)c2cc3cc(F)ccc3n12 (centres undefined) returned Rin1-Abl PPI inh 4, bovine MsrA act -2, eLon inh -2, SKN-1 inh 1, MT1-MMP act inh -1, MsrA inh -0.8, NRP1-CendR mod -7, Neddylation inh inactive and FAS TE block -3.
Screening Cc1ccc(NC(=S)NC(NC(=O)c2ccco2)C(Cl)(Cl)Cl)cc1 (centres undefined) returned Rin1-Abl PPI inh 0, bovine MsrA act -9, eLon inh -2, SKN-1 inh 30, MT1-MMP act inh 5, MsrA inh -0.7, NRP1-CendR mod -13, Neddylation inh inactive and FAS TE block 1.
`COc1ccccc1C1NC(=O)NC(C)=C1C(=O)Nc1cccc(C)c1C` (centres undefined) gave Rin1-Abl PPI inh 2, bovine MsrA act 0, eLon inh 8, SKN-1 inh -2, MT1-MMP act inh 0, MsrA inh -0.3, NRP1-CendR mod 1, Neddylation inh inactive and FAS TE block -4.
For Cc1cc2cc(CNC(=O)c3cccc([N+](=O)[O-])c3)ccc2[nH]1 the results were Rin1-Abl PPI inh -2, bovine MsrA act -1, eLon inh 24*, SKN-1 inh 21, MT1-MMP act inh 8, MsrA inh -0.3, NRP1-CendR mod 7, Neddylation inh inactive and FAS TE block 8.
CN(CC(=O)Nc1cccc(F)c1)C(=O)c1ccc(OCc2ccccc2)cc1 was read as Rin1-Abl PPI inh 12*, bovine MsrA act -1, eLon inh -6, SKN-1 inh -5, MT1-MMP act inh 1, MsrA inh 1.1, NRP1-CendR mod 4, Neddylation inh inactive and FAS TE block -3.
Screening CCOC(=O)C1=NNC(C(=O)c2ccccc2)C1c1ccc(Cl)cc1 (centres undefined) returned Rin1-Abl PPI inh -3, bovine MsrA act -1, eLon inh -7, SKN-1 inh 4, MT1-MMP act inh 1, MsrA inh -0.2, NRP1-CendR mod 5, Neddylation inh inactive and FAS TE block 16.
For C=CCNC(=O)/C(C#N)=C/c1cn(-c2ccccc2)nc1-c1cccs1 the results were Rin1-Abl PPI inh 1, bovine MsrA act -9, eLon inh 4, SKN-1 inh -5, MT1-MMP act inh 4, MsrA inh 1.0, NRP1-CendR mod -7 and FAS TE block -3.
`N#C/C(=C\c1cccs1)C(=O)Nc1nccs1` gave Rin1-Abl PPI inh 3, bovine MsrA act -2, eLon inh 2, SKN-1 inh 1, MT1-MMP act inh 0, MsrA inh 2.2, NRP1-CendR mod -19, Neddylation inh inactive and FAS TE block -3.

High-throughput results deposited in PubChem BioAssay by several laboratories.
